GIRK2 act: Activates human GIRK2-containing potassium channels | P48051 | HEK293 GIRK2/NPY4 cells, thallium flux fluorescence | activation (% efficacy), % for hits at 37.5 µM | 34,000 tested, under 10 active | AID 1259324;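 active = primary screen hit, no activity in plain HEK293 cells, and in GIRK2-only cells above 5% efficacy rising with concentration; inactive = the rest, including fluorescent compounds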;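 note: efficacy is normalized control-subtracted fluorescence 15 s after thallium addition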
Target sequence (P48051 whole entry, looked up): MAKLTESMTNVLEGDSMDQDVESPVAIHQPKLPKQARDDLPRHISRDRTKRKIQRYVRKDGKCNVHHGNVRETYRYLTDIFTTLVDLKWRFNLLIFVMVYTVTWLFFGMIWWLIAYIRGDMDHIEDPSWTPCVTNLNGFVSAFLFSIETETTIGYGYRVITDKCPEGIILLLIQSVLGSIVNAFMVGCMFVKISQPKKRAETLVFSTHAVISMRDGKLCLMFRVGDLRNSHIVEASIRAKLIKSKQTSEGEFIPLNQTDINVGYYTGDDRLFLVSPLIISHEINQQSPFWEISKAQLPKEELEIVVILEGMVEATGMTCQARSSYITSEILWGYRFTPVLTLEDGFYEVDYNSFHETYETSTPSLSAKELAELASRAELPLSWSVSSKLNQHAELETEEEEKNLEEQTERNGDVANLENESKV
Calls only; i = inactive.

SMILES	GIRK2 act
Cc1ccc(NCCNC(=O)COc2ccc(Cl)cc2Cl)nn1	i
COc1ccccc1-c1c(C(F)(F)F)oc2c3c(ccc2c1=O)OCN(C1CCS(=O)(=O)C1)C3 (stereo not given)	i
O=C(COc1ccc(Cl)cc1Cl)NCCCn1nc(-c2ccco2)ccc1=O	i
CN(C)S(=O)(=O)N1CCN(c2ccc(N3CCCC3)nn2)CC1	i
CC(C)S(=O)(=O)c1cccc(C(=O)Nc2nc(-c3ccc4c(c3)OCO4)cs2)c1	i
CC(C)COC(=O)Nc1nc(CC(=O)Nc2ccccc2C(N)=O)cs1	i
CCOc1cn(-c2ccc(F)cc2)nc1C(=O)Nc1ccccc1Cl	i
COc1ccc(CCNC(=O)c2nn(-c3ccc(F)cc3)cc2OC)cc1OC	i
CN1CCCC(C(=O)NCC#CCN2CCc3ccccc3C2)C1 (stereo not given)	i
CCc1ccc(S(=O)(=O)Nc2cccc(N3CCCC3=O)c2)cc1	i
COC(=O)Cn1c(=NC(=O)c2ccnn2C)sc2cc3c(cc21)OCCO3	i
Cc1ccc(Nc2ccc(NC(=O)CCc3ccccc3)cc2)nn1	i
O=C(Cn1nc(-c2ccco2)ccc1=O)Nc1cc2ccccc2oc1=O	i
COc1ccc(CCNc2cc(C)nc3c4c(C)cc(C)nc4nn23)cc1OC	i
CCOC(=O)c1ccc(NC(=O)Cn2nc(C(=O)Nc3ccc(C)cc3)ccc2=O)cc1	i
COCCn1c(C(=O)NCc2ccccc2)cc2c(=O)n(C)c(=O)n(C)c21	i
CS(=O)(=O)N1CCC(Cn2c(COc3ccccc3)nc3ccccc32)CC1	i
O=C(CCS(=O)(=O)c1ccc(Cl)cc1)Nc1nnc(-c2ccc3c(c2)OCCO3)o1	i
COc1ccc(-c2ccc(N3CCC(C(=O)NC4CC4)CC3)nn2)cc1	i
COc1cc(NC(=O)CN2N=NC3C(=O)N(c4ccc(Br)cc4)C(=O)C32)cc(OC)c1 (stereo not given)	i
COc1ccc(-c2ccc(OCCNS(=O)(=O)c3ccc(F)c(C(F)(F)F)c3)nn2)cc1	i
COCc1cc(=O)[nH]c2cc(NC(=O)c3sc(C)nc3C)ccc12	i
Cn1c(-c2ccccn2)nn(CCNC(=O)NCc2cccs2)c1=O	i
COc1ccc(C(=O)CSc2nnc(-c3cc(C)oc3C)o2)cc1OC	i
O=C(Nc1c2c(nn1-c1cccc(Cl)c1)CS(=O)(=O)C2)C(=O)N1CCCCC1	i

Grouped by structure, those above with a CF3 group.
SMILES	GIRK2 act
COc1ccccc1-c1c(C(F)(F)F)oc2c3c(ccc2c1=O)OCN(C1CCS(=O)(=O)C1)C3 (stereo not given)	i
COc1ccc(-c2ccc(OCCNS(=O)(=O)c3ccc(F)c(C(F)(F)F)c3)nn2)cc1	i

(cont.)
SMILES	GIRK2 act
COc1ccc(CC(=O)Nc2cccc(-c3cn4nc(OC)ccc4n3)c2)cc1	i
COc1ccc(NC(=O)NCCn2nc(-c3cccnc3)ccc2=O)c(OC)c1	i
O=C(NCC1(O)CCOCC1)c1cc(C(F)(F)F)cc(C(F)(F)F)c1	i
CN(C)S(=O)(=O)N1CCNCC1	i
CCCOc1cn(-c2ccc(F)cc2)nc1C(=O)N1CCN(c2ccccc2)CC1	i
CCCNC(=O)c1ccc(-n2cnnn2)cc1	i
COc1ccc(-c2cc(CC(=O)N3CCc4ccccc43)no2)cc1OC	i
COc1ccc(CNC(=O)Cn2cc(-c3nc(-c4cnccn4)no3)ccc2=O)cc1	i
CC(C)(C)c1ccc(OCC(=O)Nc2ccc(CC(=O)NCc3cccs3)cc2)cc1	i
CC1=C(c2nc(-c3ccc(C)cc3)no2)C(c2cccc(C)c2)NC(=S)N1 (stereo not given)	i
CC(C)(C)n1ncc2c(=O)n(CCC(=O)N3CCN(c4ncccn4)CC3)cnc21	i
CN(C)C(CNC(=O)C(=O)Nc1ccccc1[N+](=O)[O-])c1ccc(F)cc1 (stereo not given)	i
Cc1cc(S(=O)(=O)N2CCC(C(N)=O)CC2)c(C)cc1Cl	i
COc1ccc(CC(=O)NCCOc2ccc(F)cc2)cc1OC	i
Cc1ccc(-c2nnc(CC(=O)NCCc3cccs3)o2)cc1	i
CCOc1ccc(C2=NN(C(C)=O)C(c3ccc4nccnc4c3)C2)cc1 (stereo not given)	i
CCn1c(SCc2ccccc2Cl)nnc1-c1cn(C)nc1OC	i
O=C(CCc1csc(NC(=O)c2ccc[nH]c2=O)n1)NCc1ccccc1Cl	i
COc1ccc(C(=O)Nc2nc3ncccc3cc2-c2ccccc2)c(OC)c1	i
O=C(Cc1csc(Nc2ccc(OC(F)(F)F)cc2)n1)NCc1ccco1	i
CCOC(=O)N1CCN(CC(O)COC2CC(C)CCC2C(C)C)CC1 (stereo not given)	i
Cn1nccc1C(=O)Nc1ccccc1-c1nc2ccccc2s1	i
COc1ccccc1OCC(O)CN1C(C)(C)CC(O)CC1(C)C (stereo not given)	i
Cc1cc(=O)[nH]c(-n2nc(C3CC3)cc2NC(=O)C2(c3ccc(Cl)cc3)CCCC2)n1	i
O=C(Nc1ccc2c(c1)N(C(=O)c1ccco1)CC2)c1nc2ccccc2s1	i
(listing goes on)
SMILES	GIRK2 act
CCCc1ccc(S(=O)(=O)NCCCN2CCOC(c3ccccc3)C2)cc1 (stereo not given)	i
O=C1CC(NC(=O)C2c3ccccc3Oc3ccccc32)CN1 (stereo not given)	i
COc1ccccc1Cc1noc(C2CN(C(=O)c3cc(C4CC4)on3)C2)n1	i
COc1cc(NC(=O)Nc2c(C)nc3ccc(C)cn3c2=O)cc(OC)c1	i
CCSc1nnc(NC(=O)Cc2cc(-c3cc4ccccc4o3)on2)s1	i
O=C(NCC1CCN(S(=O)(=O)C2CC2)CC1)c1cnc2ccccc2n1	i
COc1ccc(CCNC(=O)C2CN(C(C)=O)C2)cc1	i
Cc1cc(NC(=O)COc2ccc(Cl)cc2Cl)ccc1N1CCCC1=O	i
Cn1cccc1C(O)CNC(=O)C(=O)NCc1ccc(F)cc1 (stereo not given)	i
O=C(NCc1nc2ccccc2[nH]1)c1nc(-c2cnccn2)no1	i
O=C(Cn1cnc2c(sc3cccc(F)c32)c1=O)NCc1ccc2c(c1)OCO2	i
COc1ccc2nc(-c3ccc(NC(=O)c4ccc5c(c4)OCO5)cc3)cn2n1	i
COc1ccc(S(=O)(=O)CCC(=O)Nc2ccc3sccc3c2)cc1	i
COc1ccc(CNC(=O)C(=O)NCC(c2ccc(C)cc2)N2CCOCC2)cc1 (stereo not given)	i
COc1ccc(-c2nnc3ccc(OCCNC(=O)c4cccs4)nn23)cc1OC	i
O=C(NCCC1=CCCCC1)c1cc(S(=O)(=O)N2CCCCC2)ccc1F	i
CCOc1ccccc1NC(=O)C(=O)NCC1CCN(C)CC1	i
COc1ccc(-c2cc3c(=O)n(Cc4nc(-c5ccc(OC)cc5OC)no4)ccn3n2)cc1	i
COc1ccc(C(=O)NCCOc2ccc3nnc(-c4ccccc4)n3n2)cc1	i
COc1ccc(CNC(=O)Cn2cc(-c3ccccc3)c(N(C)C)n2)cc1	i
Cc1nc(-c2cccs2)c(CCC(=O)NC(C)C)s1	i
Cc1ccc(-c2cc(C(=O)NCCN3CCOCC3)c3c(C)nn(C4CCS(=O)(=O)C4)c3n2)cc1 (stereo not given)	i
CS(=O)(=O)N1CCC(CNC(=O)/C=C/c2ccccc2)CC1	i
COc1ccc(NC(=O)c2cccc([N+](=O)[O-])c2C)cc1N1CCCCC1=O	i
CCOc1ccc(N2CC(c3nc4ccccc4n3CC(C)C)CC2=O)cc1 (stereo not given)	i

Compounds listed so far with a thiophene ring, fused or not:
SMILES	GIRK2 act
Cn1c(-c2ccccn2)nn(CCNC(=O)NCc2cccs2)c1=O	i
CC(C)(C)c1ccc(OCC(=O)Nc2ccc(CC(=O)NCc3cccs3)cc2)cc1	i
Cc1ccc(-c2nnc(CC(=O)NCCc3cccs3)o2)cc1	i
O=C(Cn1cnc2c(sc3cccc(F)c32)c1=O)NCc1ccc2c(c1)OCO2	i
COc1ccc(S(=O)(=O)CCC(=O)Nc2ccc3sccc3c2)cc1	i
COc1ccc(-c2nnc3ccc(OCCNC(=O)c4cccs4)nn23)cc1OC	i
Cc1nc(-c2cccs2)c(CCC(=O)NC(C)C)s1	i

(continued)
SMILES	GIRK2 act
CC(C)S(=O)(=O)c1ccc(C(=O)N2CCN(c3nc4ccccc4s3)CC2)cc1	i
O=C(c1ccc(-c2ccccc2)cc1)N1CCCSCC1CN1CCOCC1 (stereo not given)	i
NC(=O)Cn1nnn(-c2ccc(NC(=O)C3c4ccccc4Oc4ccccc43)cc2)c1=O	i
CC(C)S(=O)(=O)Nc1ccc(CC(=O)N2CCOCC2)cc1	i
COCCNC(=O)C(=O)NCCCOC(C)C	i
CC(C)(C)c1ccc(C(=O)NCC(=O)N2CCOC(c3ccccc3)C2)cc1 (stereo not given)	i
CNC(=O)/C(C#N)=C1/SC(C)C(=O)N1c1ccc(Cl)cc1 (stereo not given)	i
CCCc1nnc(SCC(=O)NC2CCCCCC2)n1-n1cccc1	i
CN(C)C(CNC(=O)C(=O)NCc1ccc(Cl)cc1)c1cccc2ccccc12 (stereo not given)	i
CCc1ccc(OCCCC(=O)Nc2cc(C)ccc2OC)cc1	i
CCCc1nnc(NC(=O)Cn2c3c(c(=O)n(C4CCCCC4)c2=O)CCC3)s1	i
O=C(Cn1nc(-c2ccco2)c2sc(N3CCCCC3)nc2c1=O)NCc1ccccc1Cl	i
CN(C)C(CNC(=O)C(=O)Nc1ccc([N+](=O)[O-])cc1)c1ccco1 (stereo not given)	i
Cc1cc(C)n(CCN2CCN(S(=O)(=O)c3cccnc3)CC2)n1	i
COc1cccc2sc(NC(=O)C3CCN(S(C)(=O)=O)CC3)nc12	i
Cn1cccc1C(O)CNC(=O)c1cc(-c2ccccc2)on1 (stereo not given)	i
CCOc1ccc(NC(=O)CSc2ccc(NC(=O)c3cccs3)nn2)cc1	i
COc1ccc(Cl)cc1C(=O)Nc1cc(C)nn1-c1nc(-c2cccs2)cs1	i
COc1ccc(Br)c(C(=O)NCCC(O)C2CC2)c1 (stereo not given)	i
NS(=O)(=O)c1ccc(NC(=O)CCCn2nc(-c3ccco3)ccc2=O)cc1	i
CS(=O)(=O)N1CCCc2ccc(NC(=O)Nc3ccc4c(c3)OCO4)cc21	i
CCCCCCc1nc(C(N)=O)c2[nH]c(=O)n(-c3ccc(OC)c(OC)c3)c2n1	i
CS(=O)(=O)N1CCCc2ccc(NC(=O)C(=O)NCc3ccco3)cc21	i
COc1ccc(-c2ccc(=O)n(CCCNC(=O)Cc3ccc(F)cc3)n2)cc1	i
CN1CCN(C(CNS(=O)(=O)c2cc(F)ccc2F)c2cccn2C)CC1 (stereo not given)	i

By substructure: those above containing an NH in an aromatic ring
SMILES	GIRK2 act
COCc1cc(=O)[nH]c2cc(NC(=O)c3sc(C)nc3C)ccc12	i
O=C(CCc1csc(NC(=O)c2ccc[nH]c2=O)n1)NCc1ccccc1Cl	i
Cc1cc(=O)[nH]c(-n2nc(C3CC3)cc2NC(=O)C2(c3ccc(Cl)cc3)CCCC2)n1	i
O=C(NCc1nc2ccccc2[nH]1)c1nc(-c2cnccn2)no1	i
CCCCCCc1nc(C(N)=O)c2[nH]c(=O)n(-c3ccc(OC)c(OC)c3)c2n1	i

Additional records follow:
SMILES	GIRK2 act
O=S(=O)(NCC1CCN(Cc2cccs2)CC1)c1ccccc1F	i
Cc1cc(C)cc(NC(=O)CN2CCC(C(=O)N3CCc4ccccc43)CC2)c1	i
CCCS(=O)(=O)N1CCCc2cc(NC(=O)Nc3cccc(OC)c3OC)ccc21	i
CC(=O)c1cccc(NC(=O)CSc2nc(=O)n(N3CCN(C)CC3)c3c2CCC3)c1	i
CCc1nc(C(N)=O)c2[nH]c(=O)n(-c3ccccc3F)c2n1	i
Cc1ccccc1OCC(=O)NCC1CCN(c2ncccn2)CC1	i
COc1ccc(-c2nnc3ccc(OCCNC(=O)C4CCCCC4)nn23)cc1OC	i
CCNC(=O)CSc1nc(-c2ccccc2)c(NC(=O)C(C)C)s1	i
CCCNc1nc2c(c(=O)[nH]c(=O)n2C)n1CC(=O)c1ccccc1	i
CSCCC(C)(O)CNC(=O)C1COc2ccccc2O1 (stereo not given)	i
CCOCCCNC(=O)c1c(N)n(CCc2ccccc2)c2nc3ccccc3nc12	i
Cn1nc(-c2ccc(NS(=O)(=O)c3cccc([N+](=O)[O-])c3)cc2)ccc1=O	i
COc1ccc(N2C(=O)CN(CCc3ccccc3F)C3CS(=O)(=O)CC32)cc1 (stereo not given)	i
O=C(Nc1ccccc1NC(=O)C1CC(=O)N(c2ccc(F)cc2)C1)c1ccsc1 (stereo not given)	i
CCCS(=O)(=O)N1CCc2ccc(NC(=O)c3cc(C)on3)cc2C1	i
C#CCn1c(=NC(=O)c2cc(C)no2)sc2cc(S(C)(=O)=O)ccc21	i
CC(C)Cn1c(=O)c2nscc2n(CC(=O)NCc2ccc3c(c2)OCO3)c1=O	i
COc1ccc(Oc2coc3c4c(ccc3c2=O)OCN(C2CC2)C4)cc1	i
Cc1cc(CNC(=O)C(=O)Nc2ccc3c(c2)N(C(=O)C(C)C)CCC3)c(C)o1	i
COC(=O)c1ccccc1NC(=O)Cc1cc(-c2ccc3c(c2)OCO3)on1	i
CC(C)CCNC(=O)C(=O)Nc1ccc2c(c1)N(C(=O)C(C)C)CCC2	i
O=C(CN1C(=O)c2ccccc2S1(=O)=O)Nc1ccccc1Cl	i
CCOc1cn2c(cc1=O)C(=O)N(CCNC(=O)C(c1ccccc1)c1ccccc1)CC2	i
COc1ccc(-c2nc(COC(=O)c3nnn(-c4ccc(F)cc4)c3C)c(C)o2)c(OC)c1	i
O=C(/C=C/c1ccccc1)N1CCC(c2ccsc2)CC1	i
O=C(Nc1cc(F)ccc1F)c1ccc(=O)n(Cc2cccc([N+](=O)[O-])c2)c1	i
O=S(=O)(c1ccccc1C(F)(F)F)N1CCN(c2ccc(-c3cccnc3)nn2)CC1	i

An excerpt; count on the stated rates, not on these rows.
